CSN deneddyl inh: inhibitors of CSN-mediated cullin deneddylation, primary screen, biochemical, fluorescence polarization, uHTS; COP9 signalosome complex subunit 5 (Homo sapiens), Q92905; Purified CSN, SCF-Nedd8-OG deneddylation; inhibition, % at 12.5 µM; 360,000 compounds, 0.38% hits; AID 651999, 2013;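 active means pattern-corrected inhibition above about 35%, with an unprinted fluorescence ratio check between 0.5 and 1.5, limit read from the data, passing the limit was not always enough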;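 further: 0% = enzyme with substrate and 100% = substrate without enzyme; some results filed as inactive read as strong as hits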
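Material: purified human Csn5 enzyme expressed in HEK293T cells / Medium: Tris buffer pH 7.5, NaCl, DTT, Tween-20, trehalose, ovalbumin / Compound dosing: 12.5 µM single point / Schedule: 90 min incubation of compound, enzyme and substrate at room temperature / Signal: fluorescence polarization of the substrate / Control set: no-enzyme wells high, enzyme-with-substrate wells low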
STEP inh: STEP phosphatase inhibitors, primary screen, biochemical, fluorescence intensity, uHTS; Tyrosine-protein phosphatase non-receptor type 5 (Homo sapiens), P54829; recombinant STEP, OMFP fluorogenic substrate; inhibition, % at 20 µM; 360,000 compounds, 0.25% hits; AID 588621, 2011;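 active means inhibition at 20 µM, scaled per plate between control wells, above about 37%, limit read from the data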;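 further: 0% = DMSO with enzyme and substrate and 100% = substrate only without enzyme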
Target sequence (P54829 whole entry, looked up): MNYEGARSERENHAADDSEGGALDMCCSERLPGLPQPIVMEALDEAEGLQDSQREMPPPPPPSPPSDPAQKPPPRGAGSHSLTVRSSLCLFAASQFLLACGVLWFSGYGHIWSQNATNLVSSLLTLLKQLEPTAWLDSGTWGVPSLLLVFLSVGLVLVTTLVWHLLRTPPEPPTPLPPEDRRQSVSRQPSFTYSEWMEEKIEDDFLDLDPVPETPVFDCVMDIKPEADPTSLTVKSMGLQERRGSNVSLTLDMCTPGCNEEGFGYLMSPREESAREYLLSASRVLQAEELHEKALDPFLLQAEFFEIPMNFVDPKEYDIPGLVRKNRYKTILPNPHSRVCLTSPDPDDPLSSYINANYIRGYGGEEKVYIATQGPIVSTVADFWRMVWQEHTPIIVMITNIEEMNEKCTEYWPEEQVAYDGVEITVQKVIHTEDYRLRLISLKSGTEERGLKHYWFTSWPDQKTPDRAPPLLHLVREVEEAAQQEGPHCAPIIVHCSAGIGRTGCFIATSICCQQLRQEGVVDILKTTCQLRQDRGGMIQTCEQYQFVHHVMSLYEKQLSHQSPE
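Measure: Control-normalized % inhibition with plate pattern correction | Test system: STEP phosphatase, cell-free reaction | Medium: pH 6.0 Bis-Tris with DTT and Tween 20 | Technique: Fluorescence, 480/540 nm | Times: Reaction 20 min, ambient temperature | Doses: Single compound dose of 20 µM, 1% DMSO final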
DNMT1 inh: human DNMT1 methyltransferase inhibitors, primary screen, biochemical, molecular beacon, fluorescence, HinP1I cleavage, uHTS | inhibition (reported as % activation of signal), % at 10 µM | 360,000 compounds, 0.83% hits | AID 588458, 2011; in the data active means inhibition above about 50%
PABP1 MLLE inh: inhibitors of PABP1 MLLE–PAM2 peptide binding, primary screen, biochemical, fluorescence polarization, FITC-PAM2, GST-MLLE; Polyadenylate-binding protein 1 (Homo sapiens), P11940; AID 588489, 2011; 360,000 compounds, 0.36% hits; inhibition, % at 20 µM; in the data active means inhibition above about 35%, passing the limit was not always enough;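 further: plate controls were DMSO wells with GST-MLLE for no effect and wells lacking GST-MLLE protein for full effect; some results filed as inactive read as strong as hits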
SUMO1-SIM PPI: modulators of SUMO1 protein-protein interactions, primary screen, biochemical, uHTS. SUMO1 binding to a labelled peptide, TR-FRET, 1 h. inhibition, % at 20 µM. 360,000 compounds, 0.33% hits; in the data active means inhibition above about 37%
Target sequence (P63165 whole entry, looked up): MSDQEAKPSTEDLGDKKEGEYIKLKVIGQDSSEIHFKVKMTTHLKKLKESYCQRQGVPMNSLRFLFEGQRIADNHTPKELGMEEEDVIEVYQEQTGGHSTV
LMPTP inh: LMPTP phosphatase inhibitors, primary screen, biochemical, fluorescence intensity, uHTS. recombinant LMPTP-A, OMFP fluorogenic substrate. inhibition, % at 20 µM. 360,000 compounds, 0.22% hits. AID 651560, 2012;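 active means compounds that cut the enzyme signal by at least half of the control window in the single-dose screen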;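 further: plate controls were DMSO wells with enzyme plus substrate for no effect and substrate without enzyme for full effect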
Target sequence (P24666 whole entry, looked up): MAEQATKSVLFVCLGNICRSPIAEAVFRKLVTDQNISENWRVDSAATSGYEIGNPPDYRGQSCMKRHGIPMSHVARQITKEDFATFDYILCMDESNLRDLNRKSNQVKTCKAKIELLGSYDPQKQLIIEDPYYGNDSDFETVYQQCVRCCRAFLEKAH
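Test system: LMPTP-A phosphatase enzyme. Amount: LMPTP-A at 0.625 nM final in the reaction. Reagent: OMFP substrate, 400 µM final. Times: 50 min at room temperature. Signal: endpoint fluorescence intensity from OMFP dephosphorylation. Read-out basis: % inhibition. Benchmarks: no-enzyme and uninhibited controls.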
Tb MetRS inh: T. brucei MetRS inhibitors, primary screen, biochemical, luminescence | purified T. brucei MetRS, ATP depletion, Kinase-Glo luminescence | AID 624268, 2012 | inhibition, % at 11.9 µM | 360,000 compounds, 0.4% hits;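 active means inhibition above a per-plate cutoff of the control wells' mean inhibition plus 3 SD, cut at about 5.5% in these data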;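 further: 0% = DMSO wells median and 100% = median of wells with control inhibitor compound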
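Test system: purified T. brucei MetRS enzyme. Also added: ATP, methionine and E. coli bulk tRNA substrates. Compound: 11.9 µM single point. Schedule: 15 min enzyme-compound preincubation, 2 h reaction, 10 min detection, 25 °C. Signal: luciferase luminescence of residual ATP, Kinase-Glo. Evaluation: percent inhibition versus plate control medians. Controls: DMSO wells, low control.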
NadD block: inhibitors of S. aureus NadD, primary screen, biochemical, colorimetric, uHTS; Nicotinate-nucleotide adenylyltransferase NadD (Staphylococcus aureus N315); purified NadD enzyme, colorimetric absorbance read-out; inhibition, % at 20 µM; 360,000 compounds, 0.78% hits; in the data active means inhibition above about 26%; further: some compounds past the cut are filed as inactive
Scp1 inh: Scp-1 phosphatase inhibitors, primary screen, biochemical, colorimetric, uHTS; Recombinant Scp1, phosphopeptide, malachite green phosphate absorbance; inhibition, % at 20 µM; 340,000 compounds, 0.88% hits;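 active means inhibition above about 50% at 20 µM, limit read from the data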;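 further: plate controls were DMSO wells with enzyme for no effect and wells lacking enzyme for full effect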
Target sequence (Q9GZU7 76-261 limits assumed): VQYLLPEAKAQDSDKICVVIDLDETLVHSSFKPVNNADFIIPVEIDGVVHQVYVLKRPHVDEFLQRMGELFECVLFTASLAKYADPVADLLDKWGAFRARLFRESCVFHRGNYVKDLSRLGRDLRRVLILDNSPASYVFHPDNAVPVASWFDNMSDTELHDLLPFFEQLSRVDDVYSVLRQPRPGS
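Material – SCP-1 phosphatase catalytic domain, residues 76-261 · Buffer or medium – Acidic Tris acetate buffer with magnesium and detergent · Also added – Phospho 17-mer peptide substrate · Compound – single 20 µM dose, 1% DMSO · Times – 45 min room-temperature reaction, 5 min colour, 30 min stabiliser · Technique – Phosphate-binding colour reagent, absorbance read at 630 nm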
Rpn11 inh: Rpn11 (PSMD14) deubiquitinase inhibitors, primary screen, biochemical, fluorescence polarization, uHTS; human 26S proteasome, Ub4-pepOG fluorescence polarization; 20S core pre-blocked with epoxomicin; calls only at 20 µM; 360,000 compounds, 0.59% hits; 26S proteasome non-ATPase regulatory subunit 14 (Homo sapiens), O00487; AID 588493, 2011;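 active means inhibition at 20 µM, scaled to each plate's controls, above about 33%, limit read from the data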
An asterisk follows results filed as active; i = inactive; x = no result given. Rows are unselected; any-hit rate near 3.6%.

SMILES	CSN deneddyl inh	STEP inh	DNMT1 inh	PABP1 MLLE inh	SUMO1-SIM PPI	LMPTP inh	Tb MetRS inh	NadD block	Scp1 inh	Rpn11 inh
O=C(CCC(=O)c1ccc(F)cc1)OCc1nnc(-c2ccc([N+](=O)[O-])cc2)o1	-3	3	-1	7	-32	0.3	0.4	-1	-6	i
CCCCCn1c(N)c(-c2nc3ccccc3s2)c2c([N+](=O)[O-])nn(C)c(=O)c21	2	-2	0	4	-2	5.0	-2.1	0	-2	i
O=C(CN1CCN(Cc2ccccc2)CC1)N1N=CCC1c1ccccc1 (centres undefined)	0	-2	-5	-6	0	-1.2	-0.5	-2	4	i
CC(=O)Nc1ccc(NC(=O)CCOc2ccccc2C)cc1	1	-2	1	9	-5	-1.4	-0.5	-8	-4	i
CCCCn1c(N)c(N(CC(C)C)C(=O)CCCc2cccs2)c(=O)[nH]c1=O	-6	-3	0	-1	5	-0.7	-1.0	-3	7	i
CC1=NOC(=O)/C1=C\c1ccc(-c2ccc(Br)cc2C(=O)O)o1	5	1	34	-122	21	0.0	0.1	4	24	i
CCOc1ccc(N=c2scc(-c3ccc(OC)cc3)n2CCO)cc1	4	1	-11	-1	3	0.2	-0.1	-3	0	i
CCOC(=O)c1ccc(NC(=S)N2CCSC2c2ccc(OC)cc2)cc1 (centres undefined)	4	1	6	-11	1	-2.2	0.2	-12	-13	i
OC[C@H]1O[C@@H](c2nc(-c3ccc(Br)cc3)no2)C[C@@H]1O	-2	1	1	0	5	-2.0	-0.2	1	x	i
CSCCC(NS(=O)(=O)c1ccc(C)cc1)C(=O)NC1CCCCC1 (centres undefined)	5	-1	2	-2	2	-2.2	-0.1	-13	-12	i
CC(C)CN1CN(Cc2ccco2)CNC1=S	-3	-3	5	-36	-1	-2.0	-0.2	-4	-7	i
O=C(Nc1ccccc1)c1ccc2c(c1)OCO2	1	-2	3	-2	0	-0.1	-0.7	2	-10	i
O=C(C1CCN(C2CC(=O)N(c3cccc(Cl)c3)C2=O)CC1)N1CCCCCC1 (centres undefined)	2	0	-1	-4	-3	1.6	-1.4	1	5	i
CC1C(=O)C(C)C(c2ccccc2F)NC1c1ccccc1F (centres undefined)	1	0	1	-3	0	-0.1	-1.5	-11	-11	i
O=C(/C=C/c1ccc(Cl)c(Cl)c1)NC1=NCCS1	1	3	-1	-15	-4	1.4	0.6	2	-7	i
CC[C@@H]1CC=C[C@H]2[C@H]1C(=O)N(Cc1ccccc1)[C@H]2c1ccc(C(F)(F)F)cc1	0	3	12	-4	-1	3.1	-0.4	5	-1	i
COc1ccc(C(=O)Nc2ccccc2-c2nnn(CC(=O)N3CCOCC3)n2)cc1	-2	2	0	7	-2	-2.0	-0.8	-4	4	i
O=[N+]([O-])c1nn(-c2ccccc2)n(O)c1=NCCc1ccccc1	-4	4	-4	-1	-31	-2.0	0.3	-13	-8	i
CCN(CC)C(=O)c1cccc(-c2csc(C(C)(O)c3ccc(F)c(F)c3)n2)c1 (centres undefined)	0	-2	13	-5	-16	0.9	-0.4	0	x	i
Cc1ccc(-n2cnc3c(=O)[nH]cnc32)cc1[N+](=O)[O-]	-3	0	2	7	-23	-1.0	-0.2	0	-10	i
COCCN(C(=O)COC(=O)CCOc1cccc(C)c1)c1c(N)n(Cc2ccccc2)c(=O)[nH]c1=O	2	0	0	-5	1	-0.1	0.2	-2	-3	i
Cc1onc(-c2c(Cl)cccc2Cl)c1C(=O)Nc1nccs1	-1	0	-4	7	3	-0.6	-0.3	1	1	i
O=C(Nc1ncc(Cc2ccccc2)s1)c1cccs1	-2	4	-12	7	-1	1.9	-1.0	-4	-7	i
O=C(NCC(O)CO)c1csc(Nc2cccc3ccccc23)n1 (centres undefined)	2	3	-9	18	-5	0.4	0.4	0	-6	i
O=C(NCC(O)c1ccc([N+](=O)[O-])cc1)c1cccc(S(=O)(=O)N2CCOCC2)c1 (centres undefined)	1	1	-1	1	-16	-1.0	-0.2	-1	3	i

3 compounds from above, reduced to DNMT1 inh and LMPTP inh:
molecule | DNMT1 inh | LMPTP inh
O=C(CCC(=O)c1ccc(F)cc1)OCc1nnc(-c2ccc([N+](=O)[O-])cc2)o1 | -1 | 0.3
O=C(NCC(O)c1ccc([N+](=O)[O-])cc1)c1cccc(S(=O)(=O)N2CCOCC2)c1 (centres undefined) | -1 | -1.0
CC1=NOC(=O)/C1=C\c1ccc(-c2ccc(Br)cc2C(=O)O)o1 | 34 | 0.0

Later entries:
SMILES	CSN deneddyl inh	STEP inh	DNMT1 inh	PABP1 MLLE inh	SUMO1-SIM PPI	LMPTP inh	Tb MetRS inh	NadD block	Scp1 inh	Rpn11 inh
CNC(=S)NCC(O)c1ccc([N+](=O)[O-])cc1 (centres undefined)	5	-3	0	29	-12	-0.6	-0.2	-5	-6	i
CCn1c2nc(SCCN3CCOCC3)nnc2c2cc(C)cc(C)c21	4	1	-1	19	-4	0.1	-0.2	-3	-13	i
O=C(O)c1ccc(-c2cccc([N+](=O)[O-])c2)o1	0	-3	0	-2	-18	-3.3	-0.4	-4	-9	i
Cc1c(NC(=O)OCc2ccccc2)c(=O)n(-c2ccccc2)n1C	8	1	3	1	10	-0.4	0.2	-2	-13	i
CC(=O)c1c(O)c(C)c(O)c2c1OC1=CC(=O)/C(=C(/C)N)C(=O)C12C (centres undefined)	4	3	4	-6	3	1.3	0.2	-3	x	i
O=C(CSc1ncc(-c2ccccc2)n1-c1ccccc1)NCc1ccco1	3	1	2	-38	-1	1.2	-0.6	-9	-5	i
CCCCN(C(=O)c1ccc(Br)o1)C1CCS(=O)(=O)C1 (centres undefined)	-3	-5	1	13	0	-0.9	-0.2	-2	1	i
COc1cccc(CNC(=O)[C@@H]2CCCN2C(=O)[C@@H]2CCCN2C(=O)OC(C)(C)C)c1	2	x	x	x	-2	-1.6	-0.2	-2	x	x
CCCNC(=O)c1oc2ccc3c(c2c1C)C=CC(C)(C)O3	0	0	-1	8	-17	0.1	0.0	-9	-16	i
CCOc1ccc(NC2c3ccccc3C(=O)N2Cc2ccco2)cc1 (centres undefined)	0	2	-34	-6	4	-0.2	-0.4	1	-1	i
CN1C(=O)C(O)(CC(=O)/C=C/C=C/c2ccccc2)c2ccccc21 (centres undefined)	1	-1	20	5	-6	-1.1	-0.2	3	-3	i
COc1ccc(CC(=O)O/N=C(\N)Cc2ccc([N+](=O)[O-])cc2)cc1	-1	-2	2	-11	-17	0.3	2.9	3	-9	i
Cc1cc(C)nc(NC(=O)CSc2ccccn2)n1	0	-1	0	-4	-1	-1.7	-1.0	0	-3	i
COCc1cc(C2C(C(=O)c3ccco3)=C(O)C(=O)N2CCOCCO)ccc1O (centres undefined)	2	-2	0	-5	-1	-0.9	-1.7	1	-11	i
O=C(NCc1ccncc1)[C@@H]1CCCN1C(=O)[C@@H]1CCCN1C(=O)c1c(F)cccc1F	-3	x	x	x	-1	0.8	-0.2	4	x	x
O=C(N/N=C/c1c(Cl)cccc1Cl)c1n[nH]c2c1CCCC2	4	3	-4	2	2	0.3	-0.8	8	-4	i
O=C(CN1CCOCC1)n1c2c(c3ccccc31)CCCC2	11	-1	-9	14	2	-0.8	-1.2	1	-5	i
CCn1c(C2CC(=O)N(Cc3ccccc3)C2)nc2ccccc21 (centres undefined)	5	0	5	3	6	-1.2	0.3	5	-1	i
COC(=O)c1cc(Sc2c(Cl)cccc2Cl)ccn1	4	-1	2	4	2	1.6	-0.9	2	2	i
Cc1ccc(S(=O)(=O)N(C)CC(=O)OCC(=O)c2c(N)n(C)c(=O)n(C)c2=O)cc1	0	-1	1	2	6	0.0	-1.4	-2	7	i
NS(=O)(=O)c1cccc(NC(=O)c2cccs2)c1	-3	0	2	20	-3	-0.1	-0.1	1	-11	i
C=CC12C=CC=CN1C(C(=O)OC)=C(C(=O)OC)C(C(=O)OC)=C2C(=O)OC (centres undefined)	0	2	4	7	-7	2.0	-0.7	-6	4	i
CCc1cccc(Oc2nn[nH]n2)c1	4	-6	4	12	1	-0.2	-0.7	-6	-6	i
Cc1ccc(Sc2c(C(=O)Nc3ccc(F)cc3F)c(C(F)(F)F)nn2C)cc1	3	-1	3	11	2	2.2	-0.4	-7	2	i
O=C1OCc2cc(NC(=O)C3COc4ccccc4O3)ccc21 (centres undefined)	-4	0	1	-15	-6	0.4	-1.7	-4	-8	i
Next section.
SMILES	CSN deneddyl inh	STEP inh	DNMT1 inh	PABP1 MLLE inh	SUMO1-SIM PPI	LMPTP inh	Tb MetRS inh	NadD block	Scp1 inh	Rpn11 inh
O=C(O)c1c(NC(=O)N2CCCC2)sc2c1CCCC2	0	2	3	19	5	-1.9	-0.1	1	3	i
CNc1c(-n2cc(C(=O)OC)c(C(=O)OC)c2C(=O)OC)c(=O)n(C)c(=O)n1C	-5	-3	2	17	0	-0.4	-0.3	-2	-1	i
COc1cc(CN2CCC(C(=O)NC(C)(C)C)CC2)ccc1OCc1ccccc1	-3	2	2	1	-4	-1.3	-0.2	-7	x	i
CC(OC(=O)c1ccc2c(=O)n3c(nc2c1)CCC3)C(N)=O (centres undefined)	2	-3	1	-13	-1	-1.4	0.1	0	-5	i
CC(=O)NCc1cccc(CNC(C)=O)n1	-1	-2	2	6	2	-1.8	-0.2	-1	-10	i
COC(=O)Nc1nncs1	4	2	-1	-11	-1	1.4	-0.9	-10	-4	i

Assay outcomes deposited in PubChem by several laboratories.
